GalR3 antag: blocks the human galanin receptor 3. O60755. HEK293 GalR3-CNG cAMP membrane potential fluorescence; galR3 body fused to GalR1 C-terminus. inhibition, % at 3 µM. hit rate 0.44% among 360,000;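 active = inhibition above the screen-wide average plus 3 SD, cut at about 13% in these data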;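 also: forskolin and galanin both at EC90 stimulate the cells; cAMP rise reported by CNG channel membrane potential dye signal; 0% = forskolin plus galanin with DMSO and 100% = forskolin alone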
MEKK3 PB1 HTS: MEKK3-MEK5 PB1 interaction, increase or decrease. bead-based flow cytometry, Alexa488-MEK5 binding to MEKK3; actives lie on both sides; 0 = blocked by unlabeled MEK5, 100 = vehicle. binding response (% of control), % at 10 µM. hit rate 1.4% among 290,000. AID 1529;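 active = binding response more than 3 SD above or below the average of its plate-row segment, actives on both sides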;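 also: Alexa488 bead fluorescence after subtracting the streptavidin-only scavenger bead signal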
PHOSPHO1 inh: inhibitors of human PHOSPHO1 phosphatase; Q8TCT1; inhibition, % at 13.3 µM; AID 1565; hit rate 1.1% among 290,000; recombinant PHOSPHO1, absorbance phosphatase assay; in the data active = inhibition above about 60%
IDE cell inh: cellular human IDE inhibition; P14735; HEK cells, FAbetaB cleavage, fluorescence polarization; inhibition, % at 5.59 µM; hit rate 0.41% among 320,000;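 active = percent inhibition above the average of all tested compounds plus 3 SD, set per screening campaign, cut at about 16% in these data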;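 also: IDE supplied by intact live HEK cells; FP after avidin binding of uncleaved biotin substrate so inhibition keeps polarization high; 0% = DMSO wells and 100% = 60 µM reference IDE inhibitor Ii1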
CRFBP-R2 block: CRF-BP/CRF-R2 complex antagonism; inhibition, % at 11.8 µM; hit rate 0.59% among 350,000; HEK293 CRF-R2/CRF-BP, CRF-induced calcium fluorescence;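 active = inhibition of the ligand-induced calcium signal above about 50% at the single tested concentration, limit read from the data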
p-CIP stab down: lowers stability of the mouse p/CIP coactivator protein | Q05BA5 | F442A p/CIP-EGFP cells, EGFP fluorescence, 16 h | decrease of EGFP signal, % at 10 µM | hit rate 0.01% among 290,000 | AID 1984;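 active = EGFP signal decrease of at least 30% at 10 µM or well 3 SD below plate mean, unless failing retest; inactive = the rest, including hits failing retest or dose response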; also: some compounds called inactive have numbers as strong as hits; many of its hits are not listed in these tables
Target sequence (Q05BA5 1-1403): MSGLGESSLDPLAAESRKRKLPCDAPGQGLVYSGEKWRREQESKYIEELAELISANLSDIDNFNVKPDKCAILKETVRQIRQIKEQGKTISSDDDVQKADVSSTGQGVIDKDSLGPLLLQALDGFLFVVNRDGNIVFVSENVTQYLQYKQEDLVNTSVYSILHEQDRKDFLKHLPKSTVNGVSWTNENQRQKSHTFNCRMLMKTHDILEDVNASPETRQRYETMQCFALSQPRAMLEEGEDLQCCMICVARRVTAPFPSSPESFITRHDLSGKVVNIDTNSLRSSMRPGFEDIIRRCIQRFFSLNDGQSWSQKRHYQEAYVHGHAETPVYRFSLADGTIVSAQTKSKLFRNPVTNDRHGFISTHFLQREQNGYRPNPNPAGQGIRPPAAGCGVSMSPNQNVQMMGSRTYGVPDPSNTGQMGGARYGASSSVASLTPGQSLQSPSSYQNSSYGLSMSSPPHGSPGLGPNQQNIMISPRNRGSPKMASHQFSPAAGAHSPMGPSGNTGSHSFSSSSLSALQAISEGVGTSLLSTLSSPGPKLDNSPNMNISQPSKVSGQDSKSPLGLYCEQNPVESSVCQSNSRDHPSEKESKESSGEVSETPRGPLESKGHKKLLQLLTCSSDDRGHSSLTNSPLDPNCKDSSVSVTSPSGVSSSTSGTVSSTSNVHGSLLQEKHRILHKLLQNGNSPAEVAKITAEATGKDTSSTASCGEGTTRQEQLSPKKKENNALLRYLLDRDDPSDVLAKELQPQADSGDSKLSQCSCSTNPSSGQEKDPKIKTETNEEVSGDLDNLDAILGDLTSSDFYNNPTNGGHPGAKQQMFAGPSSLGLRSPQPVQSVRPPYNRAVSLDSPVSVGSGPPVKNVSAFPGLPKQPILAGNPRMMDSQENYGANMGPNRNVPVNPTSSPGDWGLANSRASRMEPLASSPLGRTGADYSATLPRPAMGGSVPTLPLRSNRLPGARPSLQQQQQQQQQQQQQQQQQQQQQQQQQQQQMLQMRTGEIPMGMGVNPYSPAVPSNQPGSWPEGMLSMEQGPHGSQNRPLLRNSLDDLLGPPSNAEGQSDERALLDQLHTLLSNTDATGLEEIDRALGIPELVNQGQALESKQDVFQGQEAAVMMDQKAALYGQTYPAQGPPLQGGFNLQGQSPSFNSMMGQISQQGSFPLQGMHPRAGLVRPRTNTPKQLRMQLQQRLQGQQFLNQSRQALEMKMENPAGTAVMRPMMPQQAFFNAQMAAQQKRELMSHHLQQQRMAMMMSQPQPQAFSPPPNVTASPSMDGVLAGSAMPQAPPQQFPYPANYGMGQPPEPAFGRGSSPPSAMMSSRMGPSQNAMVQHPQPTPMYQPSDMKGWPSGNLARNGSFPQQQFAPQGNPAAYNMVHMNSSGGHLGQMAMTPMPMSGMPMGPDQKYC
IDE cell activ: IDE (human) activation, cell-based | activation, % at 5.96 µM | P14735 | AID 493087 | hit rate 0.073% among 340,000 | HEK cells, FAbeta-B cleavage, fluorescence polarization; 0% vehicle, 100% cell-free pure enzyme wells;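 active = activation above the mean of all tested compounds plus 3 SD, set per screening campaign, cut at about 17% in these data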
CRFR2-BP ag: agonists of human CRF-binding protein/CRF-R2 receptor complex | hit rate 0.46% among 350,000 | HEK293 CRF-R2/CRF-BP, calcium dye fluorescence (FLIPR); percent of saturating CRF peptide response | activation, % at 13.2 µM | AID 588473;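 active = activation of at least 50%, plus an integration ratio under a set limit after plate pattern correction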;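 also: plate controls were neutral control wells without compound for no effect and CRF at EC100 for full effect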
CHRM4 PAM: potentiates acetylcholine response at human M4 receptor | activation, % at 3 µM | P08173 | hit rate 0.4% among 360,000 | CHO-K1 hM4/Gqi5, Fluo-8 calcium fluorescence, ACh EC20; 0% = ACh EC20, 100% = maximal ACh;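 active = activation above its plate's cutoff, the mean activation of sample wells plus 3 SD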; also: some results filed as inactive read as strong as hits
Numbers without * were called inactive; · = not tested or not shown.

The line under a structure holds: GalR3 antag, CHRM4 PAM, PHOSPHO1 inh, IDE cell activ, CRFBP-R2 block, CRFR2-BP ag, p-CIP stab down, MEKK3 PB1 HTS, IDE cell inh
> Cc1cccc(OCCSc2cc(C)nc(N)n2)c1
 : -3, 4, -14, -2, 0, -2.0, -12, 102, 3
> CCCCNc1nc2cccnc2s1
 : -1, -8, 13, 2, 7, -1.6, 2, 104, -1
> COCCCNC(=O)CC(NS(=O)(=O)c1ccc(Cl)cc1)c1ccc(OC)cc1 (stereo unspecified)
 : 1, 10, -4, 7, -23, 4.0, -12, 100, 2
> COCC1CCCCN1C(=O)c1cccc(OC2CCN(S(C)(=O)=O)CC2)c1 (stereo unspecified)
 : 0, 14, 21, 6, 2, -1.2, 4, 99, 11
> CSc1nc(-c2ccccc2)nc(SC)c1C(C)=O
 : -5, 4, -45, 6, -7, -0.3, -8, 105, 1
> Cc1cccc(C(=O)N/N=C/C(C)Cc2ccc3c(c2)OCO3)c1 (stereo unspecified)
 : 0, -3, -15, 4, 13, -0.3, -9, 102, -5
> O=C(NCc1cccs1)c1cccnc1C(=O)O
 : ·, 10, 9, 1, 15, 1.0, 14, 99, -2
> Cc1cccc(NC(=S)N2CCCCC2)c1
 : 1, 3, 15, 1, 17, -0.1, 1, 97, 5
> Clc1ccc2oc(-c3cccnc3NCc3ccccc3)nc2c1
 : -2, -12, 2, 1, 7, 1.0, -8, 104, 3
> COc1ccccc1NC(=O)NCc1nc(-c2ccc(C(F)(F)F)cc2)no1
 : -2, -3, 13, ·, 11, 2.0, 0, 113, 8
> S=C(Nc1ccccc1Cl)N1CCCC(c2ccccc2)=N1
 : -3, -6, 43, 1, 3, 3.7, -4, 104, -4
> COC(=O)C1=C(C)C(c2ccc(OC)cc2OC)NC(=O)N1 (stereo unspecified)
 : -2, 8, -4, 0, -1, -1.1, -12, 103, 3
> Cc1cc(OCC(=O)Nc2ccc3c(c2)OCCO3)cc(C)c1Cl
 : -6, -5, 6, 4, -1, -0.5, -7, 102, -4
> C[C@@H]1CN([C@H](C)CO)C(=O)c2cc(Br)cnc2O[C@H]1CN(C)C(=O)Cc1ccccc1
 : -5, 3, ·, ·, -12, -1.4, ·, ·, ·
> Cc1ccc(NC(=O)CN(C)C(=O)c2ccccc2OCc2c(C)noc2C)cc1
 : -4, 6, ·, -3, -8, -1.7, ·, ·, 1
> CCN(C(=O)COC(=O)c1cc(NS(=O)(=O)c2ccc(Cl)c([N+](=O)[O-])c2)ccc1O)C1CCCCC1
 : 1, 6, -8, 2, 18, -0.2, 24, 96, 1
> C#CCOCCOCCOCCNc1nc(N2CCN(C(=O)C(Cc3ccc(O)cc3)n3cc(C(N)C(C)CC)nn3)CC2)nc(N2CCN(C(=O)C(Cc3ccc(O)cc3)n3cc(C(N)C(C)CC)nn3)CC2)n1 (stereo unspecified)
 : -6, 5, 14, -10, 14, -0.7, -12, 111, 3
> O=C(Cn1cnc2c(oc3ccccc32)c1=O)NCc1ccco1
 : 0, 0, 30, -3, 4, -2.2, 4, 108, 8
> Cc1ccc(NC(=O)NCC(c2ccccc2)N(C)C)cc1 (stereo unspecified)
 : -9, 0, 18, 4, 2, -2.4, -7, 100, 3
> Clc1ccc(OCCOCCN2CCCCC2)c(Br)c1
 : -3, -19, 7, 6, -25, 3.6, 5, 98, -5
> Cc1ccc(OC(C)C(=O)N2CCc3ccccc32)cc1 (stereo unspecified)
 : 0, 11, -27, 2, -103, 46, -6, 106, 5
> CC(C)(C)NC(=O)C1CCN(S(=O)(=O)c2cccc3nsnc23)CC1
 : 2, -3, 45, 6, 10, 0.0, 8, 100, 3
> Cc1ccc(-c2noc(CN(C)C(=O)c3ccoc3C)n2)cc1
 : -8, -2, 6, 6, 1, -0.1, 5, 103, 4
> Cc1cc(C)c(CSc2ncc(-c3ccc([N+](=O)[O-])cc3)[nH]2)c(C)c1
 : -1, -13, 6, 1, 15, 1.7, -10, 107, -1
> Cc1ccc(COc2ccccc2-c2cc(C(=O)N/N=C/c3cccnc3)[nH]n2)cc1
 : 5, -21, 33, -2, -11, 0.4, -13, 106, 5
> CC(=O)/C(=N/Nc1cccc(Cl)c1)N1CCOCC1
 : -2, 4, 10, 0, -16, -1.2, -9, 100, -2
> Cc1cc(C)c(C#N)c(SCc2nc3ccccc3c(=O)[nH]2)n1
 : -3, -1, -7, 7, -27, 2.5, 8, 102, 3
> COCCCN(C(=S)Nc1c(C)cc(C)cc1C)C(C)c1ccncc1 (stereo unspecified)
 : -2, 1, -2, 3, 7, -3.1, 4, 104, 4
> Cc1cc(C)c(S(=O)(=O)N2CCCC2=O)c(C)c1N(C)S(C)(=O)=O
 : -12, 3, 40, 0, 4, 0.7, -6, 104, ·
> O=C(CN(C(=O)c1csnn1)c1ccc(F)c(Cl)c1)NC1CCCCC1
 : -9, -6, 46, 4, 3, -1.9, -3, 103, -3

3 of the entries above in order of their number in CRFBP-R2 block, rising:
structure,CRFBP-R2 block
Cc1cc(OCC(=O)Nc2ccc3c(c2)OCCO3)cc(C)c1Cl,-1
O=C(Cn1cnc2c(oc3ccccc32)c1=O)NCc1ccco1,4
O=C(NCc1cccs1)c1cccnc1C(=O)O,15

More results follow.
The line under a structure holds: GalR3 antag, CHRM4 PAM, PHOSPHO1 inh, IDE cell activ, CRFBP-R2 block, CRFR2-BP ag, p-CIP stab down, MEKK3 PB1 HTS, IDE cell inh
> CC(C(=O)OCC(=O)c1ccc([N+](=O)[O-])cc1)N1C(=O)C2C3CCC(C3)C2C1=O (stereo unspecified)
 : -5, -3, 40, -4, 7, 2.8, 8, 95, 4
> O=C(NCCCN1CCCC1)Nc1ccccc1[N+](=O)[O-]
 : -7, -3, -5, 4, 1, -1.0, -7, 106, -1
> CCOC(=O)N1CCN(C(=O)C2CCN(S(=O)(=O)c3cc(Cl)ccc3OCC)CC2)CC1
 : 4, -8, 43, -1, -12, -3.1, -4, 102, 3
> Cc1cccc(OCCC(=O)NCC(=O)Nc2c(C)cccc2C)c1
 : -1, 5, -9, 6, -1, -0.8, -15, 107, 7
> Cc1ccccc1-n1nnnc1SCCCC(=O)c1ccc(F)cc1
 : -2, -4, -1, 5, 8, -0.6, -7, 106, 2
> CCOc1ccccc1NC(=O)c1cccc(S(=O)(=O)N(Cc2ccccc2)c2ccccc2OC)c1
 : 0, 14, 3, 4, 15, -0.7, 2, 72, 4
> CC(=O)C1=C(C)NC(=O)CC1c1ccccc1Cl (stereo unspecified)
 : -4, 7, 57, 5, -18, -0.4, -3, 106, 0
> COc1cc(OC)cc(-c2c(C#Cc3ccsc3)c3cc(-c4ccc(CN5CCOCC5)cc4)ccc3n2C)c1
 : -7, 2, ·, 2, 3, 0.1, ·, ·, 3
> CCc1ccc(/C=C2/SC(=S)N(CCC(=O)Nc3ccc(C(=O)O)cc3)C2=O)cc1
 : -1, 19, 23, -6, ·, ·, 3, 101, 4
> O=[N+]([O-])c1ccc(N2CCN(c3ccccn3)CC2)c(Cl)c1
 : -1, -14, 30, 7, -2, -0.5, 12, 104, -3
> NC1=NC(=O)C(Cc2cc(Cl)ccc2Cl)S1 (stereo unspecified)
 : -3, -4, -16, 3, -2, 0.0, -8, 109, 1
> CCOC(=O)c1oc2ccc(CNC(C)(C)C)c(Cl)c2c1C
 : 1, -10, -11, 3, -11, -3.0, -7, 77, -2
> O=C(Nc1ccc(S(=O)(=O)N2CCOCC2)cc1)c1cccs1
 : -3, 6, -31, 0, 14, -0.3, -8, 101, 13
> CCn1c(COc2ccccc2C)nnc1SCC(=O)CC(=O)Nc1ccccc1
 : -3, -4, 69*, 1, -15, -0.5, 0, 99, 4
> CCCN(CC1CC1)C(=O)Nc1ccccc1C
 : 5, -1, 29, 4, -18, 0.9, 3, 96, 0
> Cc1ccc(C(=O)OCC(=O)Nc2ccc(C(N)=O)cc2)s1
 : -3, -2, ·, 2, -13, 1.9, ·, ·, 1
> COCCn1cnc2c1c(=O)n(CC(=O)Nc1cc(C)on1)c(=O)n2Cc1ccccc1
 : -2, 24*, 15, 4, -11, 0.1, -7, 98, 3
> COc1ccc([C@H]2CC(=O)C=C(c3ccc(Br)c4ccccc34)C2)cc1
 : 0, 7, ·, 3, -10, 1.1, ·, ·, -2
> COc1ccc(CCNC(=O)C2CCCN(S(=O)(=O)c3cccc4nonc34)C2)cc1OC (stereo unspecified)
 : -2, 14, 7, 0, 0, -1.2, -7, 86, -4
> CC(C)Sc1n[nH]c(=O)n1-c1ccccc1
 : -2, -10, 12, -4, 6, -0.9, -8, 102, -4
> COc1ccccc1N1CCN(Cc2ccc(OC)c(OC)c2OC)CC1
 : 2, 17, 14, 2, 14, -1.6, 0, 91, -2
> O=C(CSc1ccc2nnc(-c3cccnc3)n2n1)NCc1ccc2c(c1)OCO2
 : 2, -15, -26, 1, 8, 0.0, 0, 104, -1
> O=C(NCC1CCCO1)c1cccc2ccccc12 (stereo unspecified)
 : -4, 5, 18, 3, -5, 1.2, -4, 101, 0
> CCOc1ccc(OCC)c(NC(=O)CSc2nc3ccccc3c(=O)n2C)c1
 : -4, 9, 19, 2, -31, 2.0, -21, 103, 8
> CCCCn1c(N)c(N(CC(C)C)C(=O)c2cnccn2)c(=O)[nH]c1=O
 : -4, 10, ·, -1, 17, 5.3, ·, ·, 3
> CC(=O)OCC(OC(C)=O)C(OC(C)=O)C(OC(C)=O)C(=O)Nc1ccc(C)cc1 (stereo unspecified)
 : -3, -6, -8, 6, -2, 3.9, -16, 98, 3
> N#C/C(=C\c1ccccc1)c1ccccn1
 : -4, 8, 28, 7, 11, -1.5, 4, 103, 11
> CCc1ccc(C(=O)Nc2cccc(-c3nn[nH]n3)c2)s1
 : -3, 2, 5, 4, 10, 0.2, -16, 91, 7
> O=C(COc1ccc(Br)cc1)N1CCc2ccccc2C1
 : -2, 1, 12, 5, 2, -0.5, -3, 98, -4
> CCOc1cc(NC(=O)c2cccs2)c(OCC)cc1NC(=O)CCC(=O)NCC1CCCO1 (stereo unspecified)
 : -4, -6, 36, ·, 3, 0.2, -1, 94, 2
> NC(=O)CSc1nnc(-c2cccc(S(=O)(=O)N3CCOCC3)c2)o1
 : -6, 0, ·, ·, 10, -0.1, ·, ·, ·
> Cc1cccc2c1NC(=O)C21N2CCCC2C(C(=O)c2ccc3ccccc3c2)C12C(=O)Nc1ccccc12 (stereo unspecified)
 : ·, ·, -21, ·, -34, -0.8, 4, 80, 8
